# Source: PubChem
# N-glyco inh: increase of ERlucT glycosylation luciferase signal, primary screen, N-linked glycosylation inhibitor project, D54 ERlucT cells, luminescence, set 2. D54 ERlucT glycosylation luciferase reporter, 24 h; percent of 100 nM tunicamycin response. reporter increase, % at 12.5 µM. 0.23% of 360,000 active. AID 588692, 2011;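 active = mean luciferase reporter signal, scaled so untreated is 0 and the glycosylation-blocking control 100, at or above a set limit in every replicate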;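 also: luciferase carries N-glycosylation sites so blocking glycosylation raises the light; 0% = median of neutral control wells and 100% = median of 100 nM tunicamycin wells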
# H9c2 protect: cardioprotection against H2O2-induced cell death, primary screen, uHTS, H9c2 cells, ATPLite luminescence; H9c2 cardiomyocytes, H2O2 injury protection, 2 h; 0.63% of 360,000 active; protection from H2O2 cell death, % at 20 µM; AID 588492, 2011;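 active = compounds giving at least 50% protection of heart cells from peroxide-induced death in the single-dose screen, raw or plate-pattern-corrected value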;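 also: 0% = DMSO wells with peroxide and 100% = DMSO wells without peroxide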
# PDI turbidity: inhibitors of human PDI, primary screen, biochemical, turbidity, single point, plate reader; PDI insulin aggregation turbidity, A650, 90 min; inhibition, % at 10 µM; 0.052% of 350,000 active; AID 588391, 2011;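 active = mean inhibition across replicates of 30% or more, whatever share of single replicates reach that level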;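 also: absorbance from insulin aggregation driven by PDI reduction with DTT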
# CaV13 FRET inh: Primary screen for inhibitors of IQ motif and Ca2+-dependent inactivation inhibitor domain binding in CACNA1D, Förster resonance energy transfer in living cells, …. HEK cells, CFP/YFP FRET ICDI-IQ, plate reader, 10 min; percent FRET-ratio fall versus neutral wells. 0.098% of 340,000 active. AID 743397. inhibition, % at 12.3 µM;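 active = mean replicate inhibition of at least 30% and at least 1% of replicates passing that level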;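 also: 0% = median of the neutral control wells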
# Vif inh: HIV Vif self-association inhibitors, primary screen, imaging, HEK293T, single point | 0.35% of 340,000 active | inhibition, % at 7.49 µM | AID 602346, 2012 | HEK293T cells, Vif self-association by quenched fluorescence, 24 h; in the data active = inhibition above about 50%, passing the limit was not always enough; also: some results filed as inactive read as strong as hits
# m5-HT2A agonist: mouse Htr2a agonists via beta-arrestin recruitment, primary screen, cell-based, luminescence | AID 624169, 2012 | activation, % at 7.6 µM | 0.66% of 360,000 active | 5-hydroxytryptamine receptor 2A (Mus musculus), P35363 | CHO-K1 mHTR2A beta-arrestin complementation; percent of 30 µM serotonin response;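 active = activation above a run cutoff, the mean activation of all tested compounds plus 3 SD, cut at about 14% in these data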;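 also: 0% = plate median of compound wells and 100% = 30 µM serotonin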
# Target sequence (P35363 whole entry, looked up): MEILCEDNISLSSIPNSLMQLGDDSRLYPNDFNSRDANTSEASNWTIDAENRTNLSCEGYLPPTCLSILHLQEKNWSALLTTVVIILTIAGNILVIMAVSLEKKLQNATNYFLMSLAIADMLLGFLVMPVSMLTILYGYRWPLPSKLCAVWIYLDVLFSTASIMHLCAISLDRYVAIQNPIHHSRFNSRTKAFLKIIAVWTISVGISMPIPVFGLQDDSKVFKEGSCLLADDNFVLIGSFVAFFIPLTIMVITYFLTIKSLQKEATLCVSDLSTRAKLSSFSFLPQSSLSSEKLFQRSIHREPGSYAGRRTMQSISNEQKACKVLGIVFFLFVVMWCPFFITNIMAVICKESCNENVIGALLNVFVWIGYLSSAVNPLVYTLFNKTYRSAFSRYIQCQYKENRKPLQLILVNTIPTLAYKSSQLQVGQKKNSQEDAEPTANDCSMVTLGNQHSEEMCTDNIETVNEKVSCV
# MC4R antag cAMP: MC4R antagonists of cAMP signaling, primary screen, cell-based, TR-FRET, antagonist arm of biased-ligand search. Melanocortin receptor 4 (Homo sapiens), P32245. MC4R-expressing cells, MTII-stimulated cAMP, LANCE TR-FRET. inhibition, % at 6.5 µM. 0.48% of 360,000 active;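 active = inhibition above its plate's cutoff, the mean of tested wells on that plate plus 3 SD, cut at about 29% in these data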;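 also: 0% = Melanotan II alone and 100% = Melanotan II plus saturating MCL0020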
#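 system = U2OS cells with stable human MC4R expression | also added = Melanotan II challenge after compound preincubation | dosing = one concentration, 6.5 µM nominal | incubation = compound 30 min, challenge 1 h, detection 1 h | measured by = TR-FRET with Eu-cAMP and labeled anti-cAMP, 671 nm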
# MC4R barr agon: MC4R agonists recruiting beta-arrestin, primary screen, cell-based, luminescence, agonist arm of biased-ligand search; Melanocortin receptor 4 (Homo sapiens), P32245; U2OS MC4R beta-arrestin complementation; percent of melanotan II response, DMSO zero; activation, % at 8.9 µM; 0.98% of 360,000 active;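 active = activation above a per-plate cutoff, the mean activation of sample wells on that plate plus 3 SD, cut at about 8% in these data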
# ABCB6 inh MLPCN: ABCB6 transporter inhibitors, primary screen, K562-ABCB6 cells, flow cytometry, MLPCN library; ATP-binding cassette sub-family B member 6 (Homo sapiens), Q9NP58; K562-ABCB6 porphyrin accumulation, 1 h; active compounds read low; fluorescence ratio to DMSO, % at 10 µM; 0.19% of 360,000 active; AID 602162, 2011;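 active = fluorescence ratio to DMSO below 75%, the collection mean minus 3 SD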;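 also: signal is porphyrin accumulated inside mitochondria; 100% equals median channel fluorescence of DMSO control wells; lower ratio means ABCB6 inhibition with less porphyrin fluorescence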
# aDG glyco up: activators of alpha-DG glycosylation, primary screen, uHTS, Pro5-aDG cells, AlphaScreen. 0.22% of 360,000 active. activation, % at 10 µM. alpha-DG glycosylation AlphaScreen (IIH6); 0% Pro5, 100% B10-LARGE cell signal;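 active = activation of at least 8% versus controls, or a plate z-score of at least 8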;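 also: Pro5 are CHO cells carrying HIG-tagged alpha-DG that lacks glycosylation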
# * = called active by the depositor; / = no result given.
# Sample of the layout, ten compounds:
SMILES,N-glyco inh,H9c2 protect,PDI turbidity,CaV13 FRET inh,Vif inh,m5-HT2A agonist,MC4R antag cAMP,MC4R barr agon,ABCB6 inh MLPCN,aDG glyco up
COC(=O)c1ccc2[nH]c(C)cc(=O)c2c1,1,2,-2,-6,-4,-1,4,0.1,101,0.0
Cc1ccc(Nc2nnc(SCC(=O)Nc3cc(C(=O)O)ccc3C)s2)c(C)c1,2,2,6,-5,-1,4,7,1.3,98,0.0
Cc1cccc(-c2nc(C#N)c(NCc3ccco3)o2)c1,2,-2,-3,0,2,2,21,-0.3,101,-0.1
CCCn1c(SCC(=O)NNC(=O)c2ccccc2)nnc1-c1cccnc1,0,2,-2,-2,-6,-1,-4,1.4,101,0.1
O=C(C1CCCCC1)N1CCCc2ccccc21,-1,-6,1,/,6,4,7,-0.6,90,-0.2
CN(C(=O)CSc1nnc(C(F)(F)F)n1N)C1CCS(=O)(=O)C1 (stereo not drawn),0,8,8,-6,1,-2,2,-2.0,96,0.0
CC(C)(C)n1nnnc1C1c2ccccc2C(=O)N1CCc1c[nH]c2ccccc12 (stereo not drawn),/,/,/,-7,/,0,/,/,100,-0.3
Cc1ccc(NS(=O)(=O)c2cc(C(=O)NCc3ccccn3)ccc2Cl)cc1C,-2,3,5,/,-3,0,24,-0.5,99,0.0
O=C(CN1CCN(c2ccccc2)CC1)Nc1ccccc1Cl,-1,-1,-11,5,-1,4,19,1.7,109,-0.3
O=C(NCc1ccncc1)c1cc(C(=O)C2CCCCC2)c[nH]1,1,4,0,-3,8,-2,30*,-0.9,100,0.0

# Main list (from the top)
SMILES,N-glyco inh,H9c2 protect,PDI turbidity,CaV13 FRET inh,Vif inh,m5-HT2A agonist,MC4R antag cAMP,MC4R barr agon,ABCB6 inh MLPCN,aDG glyco up
COC(=O)c1ccc2[nH]c(C)cc(=O)c2c1,1,2,-2,-6,-4,-1,4,0.1,101,0.0
Cc1ccc(Nc2nnc(SCC(=O)Nc3cc(C(=O)O)ccc3C)s2)c(C)c1,2,2,6,-5,-1,4,7,1.3,98,0.0
Cc1cccc(-c2nc(C#N)c(NCc3ccco3)o2)c1,2,-2,-3,0,2,2,21,-0.3,101,-0.1
CCCn1c(SCC(=O)NNC(=O)c2ccccc2)nnc1-c1cccnc1,0,2,-2,-2,-6,-1,-4,1.4,101,0.1
O=C(C1CCCCC1)N1CCCc2ccccc21,-1,-6,1,/,6,4,7,-0.6,90,-0.2
CN(C(=O)CSc1nnc(C(F)(F)F)n1N)C1CCS(=O)(=O)C1 (stereo not drawn),0,8,8,-6,1,-2,2,-2.0,96,0.0
CC(C)(C)n1nnnc1C1c2ccccc2C(=O)N1CCc1c[nH]c2ccccc12 (stereo not drawn),/,/,/,-7,/,0,/,/,100,-0.3
Cc1ccc(NS(=O)(=O)c2cc(C(=O)NCc3ccccn3)ccc2Cl)cc1C,-2,3,5,/,-3,0,24,-0.5,99,0.0
O=C(CN1CCN(c2ccccc2)CC1)Nc1ccccc1Cl,-1,-1,-11,5,-1,4,19,1.7,109,-0.3
O=C(NCc1ccncc1)c1cc(C(=O)C2CCCCC2)c[nH]1,1,4,0,-3,8,-2,30*,-0.9,100,0.0
C=CCn1c(SCC(=O)Nc2ccc(N3CCOCC3)cc2)nc2ccccc2c1=O,-4,0,9,/,-9,-1,9,-2.1,92,-0.2
COc1ccc(/C=C/C(=O)OCC(=O)N2CCN(S(=O)(=O)c3ccc(C)cc3C)CC2)cc1OC,-2,-1,1,-2,-5,1,-5,1.0,92,0.1
N#CC1(NC(=O)COc2ccc3ccc(=O)oc3c2)CCCCC1,2,-2,-6,-5,14,6,8,-4.3,98,0.1
Cc1c(CN2CCC(n3nccc3NC(=O)CCc3ccccc3)CC2)cnn1C,-1,3,-3,-4,3,6,1,-1.1,99,0.2
Cc1cc(C)c(C)c(S(=O)(=O)N2CCNC(=O)C2)c1C,1,-2,3,-14,/,9,9,0.8,102,-0.2

# Three compounds from above, arranged by the number in MC4R antag cAMP, lowest first.
Structure | MC4R antag cAMP
CCCn1c(SCC(=O)NNC(=O)c2ccccc2)nnc1-c1cccnc1 | -4
CN(C(=O)CSc1nnc(C(F)(F)F)n1N)C1CCS(=O)(=O)C1 (stereo not drawn) | 2
Cc1cc(C)c(C)c(S(=O)(=O)N2CCNC(=O)C2)c1C | 9

# Further compounds
SMILES,N-glyco inh,H9c2 protect,PDI turbidity,CaV13 FRET inh,Vif inh,m5-HT2A agonist,MC4R antag cAMP,MC4R barr agon,ABCB6 inh MLPCN,aDG glyco up
COc1ccccc1N1CCN(C2CC(=O)N(c3cccc(Br)c3)C2=O)CC1 (stereo not drawn),3,5,2,-1,15,-10,21,-0.8,106,0.5
Cn1c(=O)c(=O)n(C)c2cc(S(=O)(=O)N3CCN(c4ccc(F)cc4)CC3)ccc21,1,-6,1,-3,-15,0,13,-1.8,100,-0.1
Cc1onc(-c2c(F)cccc2Cl)c1C(=O)OCN1C(=O)c2ccccc2C1=O,2,5,-7,-8,-17,2,4,-0.5,99,-0.2
CN1OC[C@@H]2CN(C(=O)Cc3ccccc3)[C@H](c3ccccc3Br)C[C@@H]21,1,10,-3,-5,/,-5,4,1.2,100,-0.1
C[C@H]1CN=C(N(C)C)N1CC1CCCC1,3,-3,-3,-11,-6,4,-2,-2.2,82,-0.1
CCCCOCCCNC(=O)C[C@@H]1C[C@@]2(C(=O)OCC)CCCC=C2N(Cc2ccc3c(c2)OCO3)C1=O,/,/,/,-8,/,7,/,/,92,-0.1
Cc1nnc(SCC(=O)NC2CCCCCC2)n1C,1,4,-2,-5,5,-3,2,-3.0,96,0.1
COc1cc(S(=O)(=O)NCc2ccncc2)c(OC)cc1Br,1,-2,-4,-5,-14,3,15,-0.8,94,0.4
Cc1ccc(-c2nnn(CC(=O)Nc3ccc4nn(-c5ccccc5)nc4c3)n2)o1,1,-11,-5,-4,6,-1,-1,2.0,91,-0.2

# Compounds were not picked by outcome (roughly 3.6% active in at least one column).
